LAP4-GFP MLPCN: modulators of LAP4-GFP expression in yeast, primary screen, S. cerevisiae, multiplex flow cytometry, MLPCN library; 3 h; median GFP as percent of DMSO wells; GFP response vs DMSO, % at 10 µM; 320,000 compounds, 0.34% hits; AID 2023, 2009;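 active = GFP response vs DMSO above a set limit, about the screen mean plus 3 SD, cut at about 150% in these data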
AHR act: AHR activators, primary screen, cell-based, luminescence, luciferase reporter, human. Aryl hydrocarbon receptor (Homo sapiens), P35869. AHR-responsive luciferase reporter cells. activation, % at 5 µM. 320,000 compounds, 2.5% hits. AID 2796, 2010; in the data active = activation above about 47%;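 note: 0% = vehicle wells and 100% = reference agonist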
Target sequence (P35869 whole entry, looked up): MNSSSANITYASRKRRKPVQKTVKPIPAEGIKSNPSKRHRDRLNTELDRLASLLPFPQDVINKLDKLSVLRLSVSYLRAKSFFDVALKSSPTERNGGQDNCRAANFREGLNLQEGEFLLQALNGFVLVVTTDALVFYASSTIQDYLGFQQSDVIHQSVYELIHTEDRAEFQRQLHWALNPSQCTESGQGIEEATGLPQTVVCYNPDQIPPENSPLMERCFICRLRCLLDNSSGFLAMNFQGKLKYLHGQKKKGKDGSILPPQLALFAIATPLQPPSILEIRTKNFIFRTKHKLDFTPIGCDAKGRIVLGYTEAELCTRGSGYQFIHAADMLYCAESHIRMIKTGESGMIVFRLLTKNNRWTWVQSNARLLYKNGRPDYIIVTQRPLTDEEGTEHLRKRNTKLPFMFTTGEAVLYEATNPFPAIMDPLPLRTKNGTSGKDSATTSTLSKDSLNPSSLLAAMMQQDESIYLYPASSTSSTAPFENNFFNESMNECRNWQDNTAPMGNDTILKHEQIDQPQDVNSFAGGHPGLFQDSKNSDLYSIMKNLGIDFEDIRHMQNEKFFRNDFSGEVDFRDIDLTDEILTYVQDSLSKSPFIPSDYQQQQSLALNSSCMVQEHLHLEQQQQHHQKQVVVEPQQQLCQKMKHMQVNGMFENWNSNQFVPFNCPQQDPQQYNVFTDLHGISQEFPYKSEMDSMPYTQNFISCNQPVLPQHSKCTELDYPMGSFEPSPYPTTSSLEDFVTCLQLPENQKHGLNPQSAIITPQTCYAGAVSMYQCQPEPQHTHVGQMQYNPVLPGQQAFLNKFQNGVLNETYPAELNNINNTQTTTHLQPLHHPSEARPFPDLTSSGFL
AGP1-GFP MLPCN: modulators of AGP1-GFP expression in yeast TOR pathway, primary screen, cell-based, multiplex flow cytometry, S. cerevisiae, MLPCN library; 3 h; GFP as percent of DMSO wells; GFP response vs DMSO, % at 10 µM; 320,000 compounds, 0.02% hits; AID 2066, 2009;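 active = GFP response relative to DMSO above a set limit, near screen average plus 3 SD, cut at about 150% in these data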;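 note: median GFP channel fluorescence of the gated AGP1 strain per well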
CIT2-GFP yeast: modulators of CIT2-GFP expression in yeast, primary screen, S. cerevisiae, GFP fusion, multiplex flow cytometry, MLPCN library; GFP response vs DMSO, % at 10 µM; 320,000 compounds, 0.065% hits; AID 2029, 2009; S. cerevisiae CIT2-GFP strain, 3 h; 100 means same as DMSO wells;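 active = GFP response relative to DMSO above a set limit, near the screen mean plus 3 SD, cut at about 150% in these data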;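 note: ratio of well median GFP fluorescence to mean of DMSO wells on the plate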
Efflux pump inh: inhibitors of Candida efflux pumps in yeast, primary screen, S. cerevisiae, Nile Red, multiplex; 330,000 compounds, 0.44% hits; inhibition, % at 10 µM; S. cerevisiae Candida pump triplex; AID 485275, 2010;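 active = plate passing quality check with inhibition over a set limit, or well fluorescence over plate mean plus 4 SD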;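 note: Nile Red retained in pooled yeast measured as flow cytometry median fluorescence; 0% = buffer negative control and 100% = Enniatin B positive control; higher means more Nile Red kept so more efflux inhibition; some compounds called inactive have numbers as strong as hits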
Yeast superoxide: reduction of superoxide in aged yeast, primary screen, HTS; superoxide response (% of plate mean), % at 10 µM; 330,000 compounds, 0.18% hits; S. cerevisiae aged cells, superoxide DHE fluorescence; stronger effect = lower value;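 active = superoxide response under a set limit, about three screen SD below normal, cut at about 65% in these data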;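 note: yeast aged for seven days with compound at 30 °C before DHE staining; 100% = average MFI of all compound-treated wells on the plate with controls excluded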
RPL19A TOR yeast: RPL19A-GFP expression modulators in yeast, primary screen, cell-based, S. cerevisiae, multiplex flow cytometry, MLPCN. S. cerevisiae RPL19A-GFP strain, 3 h; stronger effect = lower value. percent response vs DMSO, % at 10 µM. 330,000 compounds, 0.3% hits. AID 2025, 2009;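 active = percent response vs DMSO below 50%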;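 note: median channel GFP fluorescence of the barcoded RPL19A-GFP strain; ratio of sample median GFP to plate DMSO average so 100% = DMSO; lower means less RPL19A-GFP as with rapamycin TOR inhibition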
MEP2 TOR yeast: modulators of MEP2-GFP levels in yeast, primary screen, S. cerevisiae, multiplex flow cytometry, MLPCN library; 330,000 compounds, 0.51% hits; S. cerevisiae MEP2-GFP strain, 3 h; 100% = DMSO control level; GFP response vs DMSO, % at 10 µM; AID 2016, 2009;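 active = GFP response versus DMSO above a set limit, roughly screen mean plus 3 SD, cut at about 180% in these data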;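 note: median GFP fluorescence of the barcode-gated MEP2-GFP cells per well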
* marks the source's active call; other numbers are inactive results.

What do the screens show for `CCc1ccc(NC(=O)CNC(=O)Cn2ccc3ccccc3c2=O)cc1`?
LAP4-GFP MLPCN: 98.8; AHR act: -0.5; AGP1-GFP MLPCN: 105.0; CIT2-GFP yeast: 106.0; Efflux pump inh: -0.2; Yeast superoxide: 91.6; RPL19A TOR yeast: 100.5; MEP2 TOR yeast: 107.2

How did O=C(NCCC(=O)N1CCCCC1)c1ccccc1Cl do in these assays?
LAP4-GFP MLPCN: 91.7; AHR act: 4.0; AGP1-GFP MLPCN: 98.6; CIT2-GFP yeast: 99.8; Efflux pump inh: 0.0; Yeast superoxide: 100.2; RPL19A TOR yeast: 101.7; MEP2 TOR yeast: 103.0

What do the screens show for `O=[N+]([O-])c1ccc2oc(C(O)c3cccc(Cl)c3)cc2c1` (stereo not drawn)?
LAP4-GFP MLPCN: 95.7; AHR act: -1.5; AGP1-GFP MLPCN: 83.2; CIT2-GFP yeast: 86.0; Efflux pump inh: 0.0; Yeast superoxide: 100.8; RPL19A TOR yeast: 98.0; MEP2 TOR yeast: 99.4

Results for COc1ccc(-c2nc(CCl)cs2)cc1 ?
LAP4-GFP MLPCN: 106.5; AHR act: 1.6; AGP1-GFP MLPCN: 97.9; CIT2-GFP yeast: 90.6; Efflux pump inh: -0.2; Yeast superoxide: 90.7; RPL19A TOR yeast: 101.5; MEP2 TOR yeast: 92.8

What do the screens show for `NC(=O)[C@H]1CC2(CC(c3cccc(NC(=O)[C@H]4CCC(=O)N4)c3)=NO2)CN1C(=O)c1ccccc1C(=O)c1ccccc1` (stereo partly drawn)?
LAP4-GFP MLPCN: 137.2; AHR act: -1.7; AGP1-GFP MLPCN: 91.6; CIT2-GFP yeast: 121.3; Efflux pump inh: -0.1; Yeast superoxide: 94.3; RPL19A TOR yeast: 98.7; MEP2 TOR yeast: 93.0

How did COc1c(Cl)cc(Cl)cc1CNCCO do in these assays?
LAP4-GFP MLPCN: 89.9; AHR act: 1.2; AGP1-GFP MLPCN: 103.0; CIT2-GFP yeast: 108.0; Efflux pump inh: 0.0; Yeast superoxide: 119.9; RPL19A TOR yeast: 104.9; MEP2 TOR yeast: 104.5

Results for COc1ccc(N2CCN(C3CC(=O)NC3=O)CC2)cc1 (stereo not drawn) ?
LAP4-GFP MLPCN: 112.0; AHR act: 9.9; AGP1-GFP MLPCN: 108.3; CIT2-GFP yeast: 116.5; Efflux pump inh: -0.3; Yeast superoxide: 94.5; RPL19A TOR yeast: 100.4; MEP2 TOR yeast: 125.3

What do the screens show for `C[C@@H](C(=O)Nc1ccc2ccccc2c1)[C@H]1C[C@]1(C)[C@H](NC(=O)c1cccnc1)c1ccccc1`?
LAP4-GFP MLPCN: 106.4; AHR act: 6.4; AGP1-GFP MLPCN: 71.9; CIT2-GFP yeast: 62.7; Efflux pump inh: 0.1; Yeast superoxide: 96.9; RPL19A TOR yeast: 90.5; MEP2 TOR yeast: 86.4

What do the screens show for `COC(=O)CN1C(c2ccccc2O)Nc2ccc(Br)cc2C1c1ccccc1` (stereo not drawn)?
LAP4-GFP MLPCN: 96.8; AHR act: 1.6; AGP1-GFP MLPCN: 102.6; CIT2-GFP yeast: 99.7; Efflux pump inh: 0.1; Yeast superoxide: 102.1; RPL19A TOR yeast: 106.5; MEP2 TOR yeast: 104.1

What do the screens show for `COc1ccc(NC(=O)CC2SC(=O)NC2=O)cc1` (stereo not drawn)?
LAP4-GFP MLPCN: 94.1; AHR act: 0.4; AGP1-GFP MLPCN: 101.1; CIT2-GFP yeast: 107.4; Efflux pump inh: 0.0; Yeast superoxide: 118.3; RPL19A TOR yeast: 108.2; MEP2 TOR yeast: 110.6

Two entries drawn at random from those above:
Results for COc1ccc(-c2nc(CCl)cs2)cc1 ?
LAP4-GFP MLPCN: 106.5; AHR act: 1.6; AGP1-GFP MLPCN: 97.9; CIT2-GFP yeast: 90.6; Efflux pump inh: -0.2; Yeast superoxide: 90.7; RPL19A TOR yeast: 101.5; MEP2 TOR yeast: 92.8

What do the screens show for `NC(=O)[C@H]1CC2(CC(c3cccc(NC(=O)[C@H]4CCC(=O)N4)c3)=NO2)CN1C(=O)c1ccccc1C(=O)c1ccccc1` (stereo partly drawn)?
LAP4-GFP MLPCN: 137.2; AHR act: -1.7; AGP1-GFP MLPCN: 91.6; CIT2-GFP yeast: 121.3; Efflux pump inh: -0.1; Yeast superoxide: 94.3; RPL19A TOR yeast: 98.7; MEP2 TOR yeast: 93.0

Remaining list, next part.
What do the screens show for `O=C(O)c1cncc(C#Cc2ccccc2)c1`?
LAP4-GFP MLPCN: 96.3; AHR act: 1.1; AGP1-GFP MLPCN: 89.4; CIT2-GFP yeast: 98.0; Efflux pump inh: -0.1; Yeast superoxide: 91.5; RPL19A TOR yeast: 99.7; MEP2 TOR yeast: 100.6

What do the screens show for `COc1ccc(C(=O)Nc2cccc(OC)c2)cc1`?
LAP4-GFP MLPCN: 115.3; AHR act: 11.9; AGP1-GFP MLPCN: 98.6; CIT2-GFP yeast: 97.7; Efflux pump inh: 0.0; Yeast superoxide: 81.1; RPL19A TOR yeast: 110.1; MEP2 TOR yeast: 103.3

Results for COc1ccc(C(=O)Nc2nc(C)cs2)cc1S(=O)(=O)N1CCCC1 ?
LAP4-GFP MLPCN: 98.1; AHR act: 10.3; AGP1-GFP MLPCN: 97.9; CIT2-GFP yeast: 100.5; Efflux pump inh: 0.1; Yeast superoxide: 100.0; RPL19A TOR yeast: 96.2; MEP2 TOR yeast: 99.9

Results for O=C(Nc1cc(Sc2nc3ccccc3s2)cc([N+](=O)[O-])c1)c1ccccc1 ?
LAP4-GFP MLPCN: 104.0; AHR act: 31.8; AGP1-GFP MLPCN: 101.2; CIT2-GFP yeast: 99.7; Efflux pump inh: -0.5; Yeast superoxide: 109.2; RPL19A TOR yeast: 101.2; MEP2 TOR yeast: 101.4

Results for CCOc1ccc(C2c3[nH]c4ccccc4c3C[C@H]3C(=O)N(C4CC4)CC(=O)N23)cc1OC (stereo partly drawn) ?
LAP4-GFP MLPCN: 105.2; AGP1-GFP MLPCN: 105.8; CIT2-GFP yeast: 109.8; Efflux pump inh: 0.0; Yeast superoxide: 103.1; RPL19A TOR yeast: 110.0; MEP2 TOR yeast: 109.6

How did CCOC(=O)c1ccc(NC(=S)Nc2ccccc2)cc1 do in these assays?
LAP4-GFP MLPCN: 97.0; AHR act: -0.7; AGP1-GFP MLPCN: 96.8; CIT2-GFP yeast: 95.2; Efflux pump inh: -0.3; Yeast superoxide: 84.9; RPL19A TOR yeast: 97.7; MEP2 TOR yeast: 96.4

Results for CN(C)S(=O)(=O)c1ccc(C(=O)NCc2nnc(SCC(=O)c3ccccc3)o2)cc1 ?
LAP4-GFP MLPCN: 103.0; AHR act: 4.4; AGP1-GFP MLPCN: 93.9; CIT2-GFP yeast: 98.1; Efflux pump inh: 2.2; Yeast superoxide: 101.8; RPL19A TOR yeast: 96.7; MEP2 TOR yeast: 111.1

Results for C#CCOC(=O)C[N+](C)(C)CC=C ?
LAP4-GFP MLPCN: 112.9; AHR act: 0.8; AGP1-GFP MLPCN: 111.0; CIT2-GFP yeast: 101.4; Efflux pump inh: 0.0; Yeast superoxide: 104.4; RPL19A TOR yeast: 102.2; MEP2 TOR yeast: 97.4

How did CCOC(=O)CCCCC(=O)c1[nH]c(=O)[nH]c1CSc1nnc2c3cc(Br)ccc3n(C)c2n1 do in these assays?
LAP4-GFP MLPCN: 111.2; AHR act: 38.3; AGP1-GFP MLPCN: 97.6; CIT2-GFP yeast: 104.0; Efflux pump inh: 0.0; Yeast superoxide: 105.6; RPL19A TOR yeast: 98.4; MEP2 TOR yeast: 94.6

Results for Cc1cc(-c2nnc3n2N=C(c2ccc(F)cc2)CS3)n[nH]1 ?
LAP4-GFP MLPCN: 110.8; AHR act: 13.6; AGP1-GFP MLPCN: 109.7; CIT2-GFP yeast: 100.0; Efflux pump inh: 0.1; Yeast superoxide: 96.3; RPL19A TOR yeast: 103.3; MEP2 TOR yeast: 101.9

How did CCOC(=O)COc1ccc(Oc2nc(C)cc(OC)n2)nn1 do in these assays?
LAP4-GFP MLPCN: 97.0; AHR act: 1.2; AGP1-GFP MLPCN: 101.0; CIT2-GFP yeast: 110.8; Efflux pump inh: -0.7; Yeast superoxide: 82.0; RPL19A TOR yeast: 101.4; MEP2 TOR yeast: 101.7

Results for CC(=O)c1ccc(N2CCN(C(=O)c3cc(-c4ccncc4)nc4ccc(Cl)cc34)CC2)cc1 ?
LAP4-GFP MLPCN: 90.6; AHR act: 13.0; AGP1-GFP MLPCN: 94.7; CIT2-GFP yeast: 98.5; Efflux pump inh: 0.0; Yeast superoxide: 99.6; RPL19A TOR yeast: 89.9; MEP2 TOR yeast: 98.8

What do the screens show for `O=C(Nc1ccc(F)cc1)C1CCCN1S(=O)(=O)c1cccc2nsnc12` (stereo not drawn)?
LAP4-GFP MLPCN: 104.5; AHR act: 0.2; AGP1-GFP MLPCN: 103.5; CIT2-GFP yeast: 99.6; Efflux pump inh: -0.1; Yeast superoxide: 93.0; RPL19A TOR yeast: 99.8; MEP2 TOR yeast: 100.0

What do the screens show for `Cc1ccc2c(c1)C(=C(C#N)C#N)C(=O)N2CCN1CCOCC1`?
LAP4-GFP MLPCN: 112.3; AHR act: 0.0; AGP1-GFP MLPCN: 109.1; CIT2-GFP yeast: 109.4; Efflux pump inh: 0.0; Yeast superoxide: 88.0; RPL19A TOR yeast: 106.2; MEP2 TOR yeast: 114.3

Results for O=C(Nc1ccccc1)OCc1cn(-c2ccc(Cl)cc2)nn1 ?
LAP4-GFP MLPCN: 106.8; AHR act: -0.9; AGP1-GFP MLPCN: 108.3; Efflux pump inh: -0.1; Yeast superoxide: 101.7; RPL19A TOR yeast: 101.3; MEP2 TOR yeast: 106.1

What do the screens show for `CC(C)C(=O)Nc1ccc(-c2nc3ncccc3o2)cc1`?
LAP4-GFP MLPCN: 87.9; AHR act: -8.4; AGP1-GFP MLPCN: 103.6; CIT2-GFP yeast: 103.3; Efflux pump inh: -0.1; Yeast superoxide: 92.1; RPL19A TOR yeast: 98.6; MEP2 TOR yeast: 103.9

What do the screens show for `CC(C)n1cc(CN2CCC(Oc3ccc(C(=O)N4CCCC4)cc3)CC2)cn1`?
LAP4-GFP MLPCN: 108.4; AHR act: -1.1; AGP1-GFP MLPCN: 99.5; CIT2-GFP yeast: 97.4; Efflux pump inh: 0.1; Yeast superoxide: 89.6; RPL19A TOR yeast: 97.4; MEP2 TOR yeast: 98.4

Results for CN1CCN(S(=O)(=O)c2ccc3c(c2)OCCO3)CC1 ?
LAP4-GFP MLPCN: 112.3; AHR act: -0.9; AGP1-GFP MLPCN: 98.6; CIT2-GFP yeast: 104.0; Efflux pump inh: 0.0; Yeast superoxide: 100.3; RPL19A TOR yeast: 90.0; MEP2 TOR yeast: 105.7

What do the screens show for `COc1ccc(OC)c(CCNC(=O)c2cccc(NC(=O)C3=C(C)OCCS3)c2)c1`?
LAP4-GFP MLPCN: 100.0; AHR act: 22.1; AGP1-GFP MLPCN: 102.0; CIT2-GFP yeast: 105.0; Efflux pump inh: 0.0; Yeast superoxide: 120.3; RPL19A TOR yeast: 101.8; MEP2 TOR yeast: 109.5

What do the screens show for `CCOC(=O)N1CCN(C(=S)NC(=O)/C=C/c2ccc(C)cc2)CC1`?
LAP4-GFP MLPCN: 97.0; AHR act: -3.7; AGP1-GFP MLPCN: 93.0; CIT2-GFP yeast: 97.6; Efflux pump inh: -0.1; Yeast superoxide: 109.9; RPL19A TOR yeast: 90.1; MEP2 TOR yeast: 92.4

Bioassay records: PubChem, several laboratories
